Screening data: PubChem BioAssay, Broad Institute
PGC1a acetyl inh: PGC1a acetylation modulation, inhibitor mode; U2OS PGC1a acetylation, AlphaScreen anti-acetyl-lysine; with virally co-expressed GCN5 acetyltransferase; actives 0.17% (n = 350,000); inhibition, % at 15.6 µM;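 active means every replicate shows inhibition of at least 40%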;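 further: 0% = neutral control wells and 100% = positive control wells; some results beyond the cut were filed as inactive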
LGR2 inh: blocks bursicon-induced cAMP signaling via Drosophila LGR2; actives 0.35% (n = 380,000); HEK293 LGR2, CRE-luciferase, bursicon-stimulated, 4 h; inhibition, % at 9.99 µM;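 active means drop in luminescence signal, shown as inhibition above about 50% in the replicate tests, limit read from the data, passing the limit was not always enough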;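 further: agonist challenge used bursicon conditioned medium at about half maximal strength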
Statin myotox sup: protects C2C12 myotubes from simvastatin toxicity; ATP luminescence, 48 h; scaled: DMSO 0, geranylgeraniol control 100; rescue of ATP level, % at 7.49 µM; AID 602340; actives 0.78% (n = 330,000);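 active means mean ATP rescue above about 67%, or every replicate alone reaching that limit, limit read from the data, passing the limit was not always enough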;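 further: myotubes were challenged with 10 µM simvastatin during compound exposure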
ERAP1 HTS inh: blocks human ERAP1 aminopeptidase activity; recombinant ERAP1, Leu-AMC fluorescence, 60 min; inhibition, % at 10.7 µM; actives 0.15% (n = 340,000); AID 652197;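 active means mean replicate inhibition of at least 30%, or all replicates individually reaching that 30% level; inactive means mean below 30% and not every replicate reaching it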;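 further: 0% = neutral control wells and 100% = L-leucinethiol positive control wells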
Target sequence (Q9NZ08 whole entry, looked up): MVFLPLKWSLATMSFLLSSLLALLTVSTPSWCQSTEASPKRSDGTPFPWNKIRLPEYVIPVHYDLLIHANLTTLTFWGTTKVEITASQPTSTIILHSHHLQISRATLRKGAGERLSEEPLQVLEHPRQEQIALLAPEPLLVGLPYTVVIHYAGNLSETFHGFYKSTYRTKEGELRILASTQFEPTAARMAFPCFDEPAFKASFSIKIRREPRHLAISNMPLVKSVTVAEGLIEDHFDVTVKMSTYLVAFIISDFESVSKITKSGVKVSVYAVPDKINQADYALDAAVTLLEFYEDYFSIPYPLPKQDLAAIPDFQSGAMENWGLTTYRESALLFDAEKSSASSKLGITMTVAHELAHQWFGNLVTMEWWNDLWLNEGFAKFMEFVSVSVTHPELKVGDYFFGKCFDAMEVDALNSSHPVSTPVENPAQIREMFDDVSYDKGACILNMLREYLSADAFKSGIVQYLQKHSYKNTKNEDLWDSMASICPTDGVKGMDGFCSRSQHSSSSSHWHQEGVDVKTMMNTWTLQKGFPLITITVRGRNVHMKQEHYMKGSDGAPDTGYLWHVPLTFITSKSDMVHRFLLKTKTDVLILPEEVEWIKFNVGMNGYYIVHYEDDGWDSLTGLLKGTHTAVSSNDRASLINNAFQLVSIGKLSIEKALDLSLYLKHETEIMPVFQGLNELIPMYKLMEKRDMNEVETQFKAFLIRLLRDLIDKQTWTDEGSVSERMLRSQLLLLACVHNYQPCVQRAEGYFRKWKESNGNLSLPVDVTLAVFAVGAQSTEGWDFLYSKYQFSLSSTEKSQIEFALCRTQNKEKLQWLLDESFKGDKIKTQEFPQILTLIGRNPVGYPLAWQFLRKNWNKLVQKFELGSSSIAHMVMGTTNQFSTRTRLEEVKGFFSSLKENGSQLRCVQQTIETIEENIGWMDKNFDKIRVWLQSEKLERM
Xi reactivation: activators of X-chromosome reactivation in mouse fibroblasts; XiGFP mouse fibroblasts, % GFP-positive cells imaging, 3 d; cells co-treated with 5-aza-dC sensitizer; scaled so ellipticine positive control = 100%; activation, % at 7.58 µM; actives 0.055% (n = 360,000); AID 743238;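 active means mean normalized replicate activation at least 10% and every replicate at or above 10%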;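 further: 0% = median of on-plate neutral control wells and 100% = ellipticine 6 µM median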
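material = 68-5-11 XiGFP fibroblast line | medium = DMEM plus 5-aza-dC sensitizer | schedule = 3 days compound exposure | benchmarks = positive control ellipticine, 6 µM final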
SIRT5 inh: sirtuin-5 (human) deacylase inhibition. actives 1.1% (n = 330,000). Purified SirT5, succinyl-peptide AMC, trypsin-coupled fluorescence. inhibition, % at 15 µM; in the data active means inhibition above about 15%
S100A4 MyoIIA: S100A4-myosin IIA interaction inhibition | actives 0.14% (n = 360,000) | inhibition, % at 10.7 µM | S100A4/TAMRA-MyoIIA peptide fluorescence polarization;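 active means mean inhibition of at least 70% across replicates, with every replicate also reaching that level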
Target sequence (P26447 whole entry, looked up): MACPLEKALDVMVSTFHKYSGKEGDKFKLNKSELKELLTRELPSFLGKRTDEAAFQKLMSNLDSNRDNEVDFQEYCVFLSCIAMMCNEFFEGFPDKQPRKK
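Test system: S100A4 monomer protein. Medium: HEPES buffer with Ca2+, pH 7.2. Reagent: fluorescent myosin IIA peptide, 5 nM. Compound dosing: single-point compound testing. Timing: 5 min between mix addition and reading. Benchmarks: DMSO neutral and TFP positive wells.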
Cneo AK release: causes C. neoformans cell lysis; adenylate kinase release luminescence, 4 h; normalised: neutral wells 0, clomiphene wells 100; lysis activity, % at 15 µM; actives 0.2% (n = 360,000); AID 651654;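 active means mean lysis activity across replicates of at least 80%, whatever share of replicates individually reach that level; inactive means mean lysis activity below 80%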
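Material: C. neoformans cells | Amount: Yeast cell density of 5 × 10^6 cells/mL | Medium: Fresh YPD growth medium | Dosing: Single dose | Times: Static 4 h at 37 °C with compound, 1 h detection | Detection: AK luminescence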
* = called active by the depositor; . = not tested or not shown; & = joins results of further samples.

Values run as follows: PGC1a acetyl inh, LGR2 inh, Statin myotox sup, ERAP1 HTS inh, Xi reactivation, SIRT5 inh, S100A4 MyoIIA, Cneo AK release
CCN(C(=O)COC(=O)c1ccc(O)cc1)c1cccc2ccccc12
  ., 9.4, ., -2.8, 0.3, ., 1.5, .
C[C@@H]1CN([C@H](C)CO)C(=O)c2cc(NC(=O)CCCN(C)C)ccc2O[C@H]1CN(C)CC1CCCCC1
  13.4, 6.7, -3.7, -1.9, 0.1, -5.0, 6.5, -1.9
CCCn1c(NC(=O)CCS(=O)(=O)c2ccc(C)cc2)nc2ccccc21
  -4.8, 3.8, 3.2, -1.2, 0.0, -0.5, -5.6, -0.6
CCCOC(=O)/C=C/c1c(C)[nH]c(=O)[nH]c1=O
  13.2, ., ., -2.3, -0.5, 2.0, -2.5, 0.3
CN(C)CC(=O)N[C@H]1CC[C@H](CC(=O)NCc2ccc(Cl)cc2)O[C@H]1CO
  -4.2, -11.8, -1.2, -6.8, 0.0, 1.8, -0.4, -3.2
CCCC#Cc1cnc2c(c1)C(=O)N([C@H](C)CO)C[C@H](C)[C@@H](CN(C)Cc1cccnc1)O2
  -3.7, -17.7, ., 1.2, 0.0, 0.8, 12.8, -7.4
CC1=NN(c2ccccc2)C(=O)/C1=C\c1cc(C)n(-c2ccccc2)c1C
  ., ., ., -0.5, 0.1, -2.4, 1.0, .
CCC(C)[C@H](NC(=O)[C@@H]1Cc2c([nH]c3ccccc23)C2c3ccccc3C(=O)N21)C(=O)NCC1CCCO1 (stereo partly specified)
  -7.0, 16.2, 1.6, 3.6, ., -1.7, -9.1, 0.2
Nc1cc(C(=O)OCC(=O)NCCCc2ccccc2)ccc1Cl
  ., -0.6, 1.7, 1.8, 0.0, 1.2, -9.1, 2.8
CNC(=O)COc1coc(CN2CCN(c3ccc(OC)cc3)CC2)cc1=O
  -4.5, 1.7, -0.4, 0.5, 0.0, -1.3, 12.7, -1.9
Cn1c(=O)c2c(-c3ccccc3)n(-c3ccccc3S)cc2n(C)c1=O
  3.4, -2.8, -5.9, 0.5, 0.0, -1.8, -3.0, 1.6
OC[C@@H]1CN(Cc2ccncc2)C[C@H](n2cnc3c(N4CCCC4)ncnc32)O1
  5.9, -0.2, 1.8, -1.5, -0.1, ., 1.0, 0.7
COc1ccc2c3c(n(C)c2c1)[C@H](CO)N(S(C)(=O)=O)CC31CN(C(=O)C2CCCC2)C1
  ., 22.4, ., 2.9, 0.2, -2.6, 1.0, .
CC12CCC(=O)C=C1CCC1C2C(O)CC2(C)C(c3csc(N)n3)CCC12 (stereo unspecified)
  2.0, 1.1, -28.7, 0.0, 0.0, ., -1.8, 0.3
CC(Oc1ccc(Cl)cc1Cl)c1ccn[nH]1 (stereo unspecified)
  3.7, -21.3, ., -1.2, -0.1, -1.6, 1.4, .
COC(=O)C1CC(c2ccccc2)N(c2ccccc2)O1 (stereo unspecified)
  ., -1.3, ., 0.9, 0.0, 0.7, 15.1, -2.2
C[C@@H]1CN([C@H](C)CO)C(=O)c2cccc(N(C)C)c2O[C@H]1CN(C)S(=O)(=O)c1ccc(F)cc1
  0.8, 7.8, -1.7, -0.4, 0.3, -1.6, -2.7, -1.7
C[C@H](CO)N1C[C@H](C)[C@@H](CN(C)S(=O)(=O)c2ccc(F)cc2)Oc2ccc(NC(=O)Nc3ccccc3)cc2C1=O
  -8.1&4.2, 3.0&-7.4, -0.6&-3.5, -4.7&-3.3, -0.9&0.2, 3.2&1.0, -10.7&-1.6, -0.1&0.5
COc1ccccc1CC(=O)Nc1cccc(S(=O)(=O)N2CCOCC2)c1
  ., -4.4, -0.7, -0.9, 0.0, -2.5, 0.3, 0.6
C[C@@H]1CN([C@H](C)CO)C(=O)Cc2cc(NC(=O)Cc3ccccc3)ccc2O[C@H]1CN(C)Cc1ccc(-c2ccccc2)cc1
  4.6, 6.0, 42.9, 0.0, 0.0, 4.4, 6.3, 3.2

5 entries from above, in markdown.
| SMILES | PGC1a acetyl inh | LGR2 inh | Statin myotox sup | ERAP1 HTS inh | Xi reactivation | SIRT5 inh | S100A4 MyoIIA | Cneo AK release |
| --- | --- | --- | --- | --- | --- | --- | --- | --- |
| COc1ccc2c3c(n(C)c2c1)[C@H](CO)N(S(C)(=O)=O)CC31CN(C(=O)C2CCCC2)C1 | . | 22.4 | . | 2.9 | 0.2 | -2.6 | 1.0 | . |
| CC12CCC(=O)C=C1CCC1C2C(O)CC2(C)C(c3csc(N)n3)CCC12 (stereo unspecified) | 2.0 | 1.1 | -28.7 | 0.0 | 0.0 | . | -1.8 | 0.3 |
| CC(Oc1ccc(Cl)cc1Cl)c1ccn[nH]1 (stereo unspecified) | 3.7 | -21.3 | . | -1.2 | -0.1 | -1.6 | 1.4 | . |
| COC(=O)C1CC(c2ccccc2)N(c2ccccc2)O1 (stereo unspecified) | . | -1.3 | . | 0.9 | 0.0 | 0.7 | 15.1 | -2.2 |
| C[C@@H]1CN([C@H](C)CO)C(=O)c2cccc(N(C)C)c2O[C@H]1CN(C)S(=O)(=O)c1ccc(F)cc1 | 0.8 | 7.8 | -1.7 | -0.4 | 0.3 | -1.6 | -2.7 | -1.7 |

Continuation.
Values run as follows: PGC1a acetyl inh, LGR2 inh, Statin myotox sup, ERAP1 HTS inh, Xi reactivation, SIRT5 inh, S100A4 MyoIIA, Cneo AK release
COc1cc(OC)c(C2=NOC(C(=O)NCc3cccnc3)C2)cc1Cl (stereo unspecified)
  ., 1.4, 3.3, 1.4, 0.0, -0.7, -7.0, -0.8
O=C(NC1CC1)c1cccc(NC(=O)C2CCN(S(=O)(=O)c3cccc(C(F)(F)F)c3)CC2)c1
  -0.5, 0.9, 8.6, 0.5, -0.1, -1.6, -8.0, 0.5
C[C@@H]1CN([C@H](C)CO)C(=O)Cc2cc(NC(=O)Nc3ccccc3)ccc2O[C@H]1CN(C)CC1CCCCC1
  -1.4, 4.1, -4.2, 2.4, 1.5, 2.4, -4.7, 9.8
COC(=O)C(Cc1ccc(O)cc1)NC(=O)C(C)Oc1ccccc1 (stereo unspecified)
  -14.4, 1.2, 12.8, 1.3, ., ., -1.7, -0.4
CN(C(=O)CN1C(=O)c2ccccc2S1(=O)=O)C1CCCCC1
  -2.6, -8.3, 6.0, -1.0, 0.1, ., -0.7, 9.7
CCN(CC(=O)Nc1ccc(NC(C)=O)cc1)C(=O)c1ccc(N2CCCC2)c([N+](=O)[O-])c1
  19.2, -7.5, -7.6, -2.5, 0.1, -3.8, -3.9, -1.2
COc1cccc(N(CC(=O)NCCSCc2ccc(C)cc2)S(C)(=O)=O)c1
  -20.7, 9.6, 19.1, 1.9, 0.0, -3.5, 23.4, -1.4
C[C@H](CO)N1C[C@H](C)[C@@H](CN(C)Cc2ccncc2)Oc2ccc(NC(=O)Nc3ccccc3)cc2C1=O
  1.7, ., 18.6, 2.1, -1.1, 0.1, 3.3, -3.9
CC1(C(=O)NS(=O)(=O)C2CC2)CCCN(C(=O)Cc2ccc3ccccc3c2)C1 (stereo unspecified)
  -13.8, -6.9, 4.4, -0.7, 0.0, 5.1, -7.4, 0.1
Cc1ccccc1CNC(=O)c1csc([C@@H]2O[C@H](CO)[C@@H](O)[C@H]2O)n1
  5.9, 9.1, -0.7, 12.2, 0.0, 0.5, -0.1, 1.1
O=C(C[C@@H]1C[C@H]2c3cc(NC(=O)NC4CCCCC4)ccc3O[C@H]2[C@@H](CO)O1)NCc1ccccc1
  -1.6, -16.1, 3.4, -1.1, 0.5, 2.3, -2.8, 3.2
O=C(Cc1cccnc1)N1CC(=O)N2[C@@H](CO)[C@H](c3ccc(C#CC4CC4)cc3)[C@@H]2C1
  5.2, 5.1, ., 0.3, -0.1, 1.1, -1.9, .
Cn1c2ccccc2c(=O)c2cc(C#CC3(O)CCCCC3)ccc21
  -4.0, 82.3*, -12.8, 0.9, 0.0, -37.1, -6.4, -24.8
NNc1nc(Nc2ccccc2)nc(Nc2ccccc2)n1
  -5.6, -50.2, -3.2, -3.7, 0.1, 3.0, -16.1, -0.2
Cc1cc(C)cc(NC(=O)C2CC(=O)n3ncnc3N2)c1 (stereo unspecified)
  -8.3, 11.7, 3.1, ., 0.6, -0.7, -1.9, .
CN(C)C(=O)C[C@@H]1CC[C@@H]2[C@H](COC[C@H](O)CN2S(=O)(=O)c2ccccc2Cl)O1
  -5.6, -3.8, -10.6, 0.2, 0.2, -6.0, 11.5, -4.1
C[C@@H]1CN([C@H](C)CO)C(=O)c2cc(C3=CCCC3)cnc2O[C@@H]1CN(C)C(=O)c1ccccn1
  -6.0, 8.5, 33.7, ., -0.9, ., ., .
O=C(Nc1cccc(Cl)c1)Nc1ccccc1C(=O)O
  -0.5, -77.6, 12.1, -0.4, 8.2, -3.0, -2.4, -3.1
CCN1C(=O)C2(C(C(=O)c3ccc(C)o3)=C(O)C(=O)N2CCCN2CCOCC2)c2ccccc21 (stereo unspecified)
  -9.2, 5.5, -11.6, ., ., ., ., -1.1
CCOC(=O)c1ccc(NC(=O)CNC(=O)C2CCCCC2)cc1
  6.2, -10.1, -18.0, -0.7, ., 0.4, 0.8, 0.1
CNc1nc(=O)n(C2CCCO2)cc1C (stereo unspecified)
  ., -12.7, ., -1.2, -0.1, -5.8, -2.8, .
COC(=O)[C@]12C[C@H](CC(=O)NCc3ccc(C)o3)C(=O)N(Cc3ccc4c(c3)OCO4)C1=C[C@H](COCc1ccccc1)O[C@@H]2C
  ., -0.1, ., 1.0, 0.0, ., 2.1, .
CC#CC(=O)N1CCCC(C(=O)c2ccc(SC)cc2)C1 (stereo unspecified)
  2.6, -2.5, -6.9, 0.2, 0.1, 0.8, 0.3, 48.3
COc1ccc(/C(C)=N/N2CCCCC2)c(O)c1
  1.8, -21.4, -2.7, 0.1, 0.0, -1.5, 2.0, 0.2
Nc1ncnc2c1ncn2[C@@H]1O[C@H](CNS(=O)(=O)C2CC2)[C@@H](O)[C@H]1O
  ., 14.4, 10.9, 2.8, 0.4, -3.4, -0.3, 0.9
COc1cccc(C#Cc2ccc([C@@H]3[C@H](C#N)N[C@H]3CO)cc2)c1
  -14.1, -50.6, -1.9, -3.9, -0.1, 0.8, 2.5, -1.8
CCNC(=O)Cn1cc(C(F)(F)F)cc(Cl)c1=O
  25.4, 7.3, ., -7.4, -0.1, 2.2, 3.4, .
C[C@@H](NC(=O)C[C@H]1CC[C@H]2[C@H](COc3ccc(NC(=O)C4CCOCC4)cc3C(=O)N2C)O1)c1ccccc1
  -4.1, -3.6, -2.7, ., 0.0, ., ., .
CCCCn1c(N)c(N(CC)C(=O)c2c(C)noc2C)c(=O)[nH]c1=O
  3.8, 10.2, -4.4, -1.2, -0.1, -2.4, -0.2, -1.0
CC(=O)Nc1ccc(C(=O)N/N=C(\C)CC(=O)Nc2ccc(OCc3ccccc3)cc2)cc1
  -7.9, -2.9, ., ., 0.0, ., ., 2.1
COc1ccc(OC)c(S(=O)(=O)N2CCC(C(=O)NC3CC3)CC2)c1
  -4.5, 9.9, 7.4, -0.2, 0.3, -0.5, -0.3, 4.3
COCC(=O)N1[C@H](C(=O)Nc2ccccc2)[C@@H](CO)[C@@H]2Cn3c(ccc(-c4ccc(F)cc4)c3=O)[C@@H]21
  -12.7, -13.6, -4.7, -1.6, 0.1, -16.7, -74.7, 1.8

The list is partial; count on the stated rates, not on these rows.
